# Assay outcomes from PubChem BioAssay.
# NSD2 HMT inh – inhibitors of human histone methyltransferase NSD2; O96028; 310,000 compounds, 0.54% hits; inhibition, % at 12.5 µM; NSD2 peptide methylation, AlphaScreen, 120 min; in the data active = inhibition above about 50%
# PvdQ acylase – blocks Pseudomonas aeruginosa PvdQ acylase activity; purified PvdQ acylase, fluorescence plate reader; inhibition, % at 10 µM; 340,000 compounds, 0.063% hits; AID 488965; in the data active = inhibition above about 30%, passing the limit was not always enough;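 note: 0% = vehicle neutral wells and 100% = reference inhibitor wells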
# dFosB activator – activators of mouse delta FosB homodimer; P13346; purified delta FosB, TAMRA-CDK5 oligo fluorescence polarization; percent of positive-control signal above neutral wells; activation, % at 25 µM; 340,000 compounds, 0.99% hits;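 active = mean activation above about 17%, with every replicate also reaching it, limit read from the data, passing the limit was not always enough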;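 note: fluorescence polarization rise as delta FosB binds a TAMRA Cdk5 AP-1 oligo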
# HTR5A ag ctr – HTR5A agonism, opioid heterodimer counter-screen | 340,000 compounds, 0.61% hits | HTR5A agonist assay, luminescence, cell-based | activation, % at 9.3 µM | P47898; in the data active = activation mostly above about 9.5%, no sharp cut-off; inactive = mostly below about 7.6%;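 note: 0% = cells with vehicle only and 100% = reference agonist; strong numbers were not always called active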
# Target sequence (P47898 whole entry, looked up): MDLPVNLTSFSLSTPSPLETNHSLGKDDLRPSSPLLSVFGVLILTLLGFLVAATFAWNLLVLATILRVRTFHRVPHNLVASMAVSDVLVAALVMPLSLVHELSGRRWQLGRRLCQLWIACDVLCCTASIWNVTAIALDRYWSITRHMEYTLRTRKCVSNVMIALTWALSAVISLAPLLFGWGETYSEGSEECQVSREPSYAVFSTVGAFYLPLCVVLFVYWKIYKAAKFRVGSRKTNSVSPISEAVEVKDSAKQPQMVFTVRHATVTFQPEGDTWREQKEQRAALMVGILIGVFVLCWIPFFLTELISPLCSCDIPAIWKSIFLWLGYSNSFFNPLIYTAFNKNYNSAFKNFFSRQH
# HTR5A inv ag – counter-screen for OPRM1-OPRD1 inverse agonists: human HTR5A inverse agonism; inhibition, % at 9.3 µM; 340,000 compounds, 0.083% hits; HTR5A cell line, luminescence; AID 504634; in the data active = inhibition mostly above about 23%, no sharp cut-off; inactive = mostly below about 18%;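 note: 0% = cells with DMSO and 100% = no-cell wells with DMSO; some compounds called inactive have numbers as strong as hits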
# Wnt bcat act – activates Wnt/beta-catenin signaling in a reporter cell assay; activator, plate reader; activation, % at 9.35 µM; 300,000 compounds, 1.2% hits; AID 743398; in the data active = activation above about 30%, passing the limit was not always enough;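 note: 0% = neutral control wells and 100% = positive control wells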
# SR-BI HDL uptake – inhibitors of mouse SR-BI mediated HDL lipid uptake. ldlA[mSR-BI] CHO cells, DiI-HDL uptake fluorescence, 3 h. inhibition, % at 12.5 µM. 320,000 compounds, 0.96% hits. AID 488896;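 active = mean replicate inhibition of at least 70% and a set share of replicates each scoring 70 or more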;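 note: 0% = median of neutral control wells and 100% = median of positive control wells; values of inactives mirror those of a sister screen read the other way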
# Target sequence (Q61009 whole entry, looked up): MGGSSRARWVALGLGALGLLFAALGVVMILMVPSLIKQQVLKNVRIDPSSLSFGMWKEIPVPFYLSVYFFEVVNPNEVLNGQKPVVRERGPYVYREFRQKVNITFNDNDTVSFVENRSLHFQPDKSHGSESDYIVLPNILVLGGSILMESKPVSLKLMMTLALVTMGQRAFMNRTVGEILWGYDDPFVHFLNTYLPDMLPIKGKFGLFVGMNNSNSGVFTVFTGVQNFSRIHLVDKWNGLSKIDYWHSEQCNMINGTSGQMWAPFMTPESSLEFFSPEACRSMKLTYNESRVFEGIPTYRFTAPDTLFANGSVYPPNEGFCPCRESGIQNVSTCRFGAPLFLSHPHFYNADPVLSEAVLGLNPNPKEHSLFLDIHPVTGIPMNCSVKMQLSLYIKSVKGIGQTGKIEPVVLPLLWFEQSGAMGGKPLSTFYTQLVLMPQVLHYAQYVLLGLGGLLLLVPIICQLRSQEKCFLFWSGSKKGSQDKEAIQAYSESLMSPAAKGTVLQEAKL
# CDK5 inh – inhibitors of human CDK5/p35 kinase; inhibition, % at 10 µM; 330,000 compounds, 0.01% hits; Recombinant CDK5/p35, ADP-Glo luminescence, 60 min; AID 488839; Q00535+Q15078;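 active = highest replicate inhibition of at least 50% and at least 75% of replicates reaching 50%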;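 note: plate controls were DMSO neutral control for no effect and GW8510 at 10 µM for full effect; many of its hits are not listed in these tables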
# MITF act – activators of MITF-driven TRPM1 promoter activity in SK-MEL-5 cells; SK-MEL-5 TRPM1-promoter luciferase, 24 h; % of positive control, neutral wells = 0; 300,000 compounds, 0.75% hits; activation, % at 12.5 µM;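 active = mean activation of at least 80% with every replicate also reaching 80%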;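 note: 0% = neutral control wells and 100% = parthenolide positive control wells; values of inactives mirror those of a sister screen read the other way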
# V-ATPase pH – alters yeast V-ATPase proton transport; S. cerevisiae, pHLuorin cytosolic pH fluorescence; response, % at 10 µM; 350,000 compounds, 0.37% hits; in the data active = response mostly above about 7.3%, no sharp cut-off; inactive = mostly below about 5.4%; note: actives read high; inactives centre near 0; some compounds called inactive have numbers as strong as hits; reference of the scale not given here
# Active calls of the source: *; . = no result given.
# Below each compound – HTR5A ag ctr	dFosB activator	NSD2 HMT inh	SR-BI HDL uptake	V-ATPase pH	PvdQ acylase	MITF act	CDK5 inh	Wnt bcat act	HTR5A inv ag
- COc1ccc(NC(=S)Nc2cccc(Cl)c2Cl)cc1OC
→ 8	-6	-1	21	-1	8	3	1.5	0	-62
- CC(OC(=O)C1CCCCC1)C(=O)Nc1cccc([N+](=O)[O-])c1 (centres undefined)
→ 3	-12	0	-17	0	-5	1	0.5	0	-7
- CCC(=O)Nc1ccc2c(c1)nc(CCN1CCN(c3ccccc3)CC1)n2C
→ 4	0	2	0	-2	-1	-4	0.8	1	0
- CCN(C(=O)COC(=O)c1cc(-c2ccc(C)o2)nc2ccccc12)C1CCS(=O)(=O)C1 (centres undefined)
→ -2	-13	-7	50	7	-6	8	0.4	2	3
- c1ccc2c(c1)OCC(CNc1ncnc3nc[nH]c13)O2 (centres undefined)
→ -4	-7	.	3	-3	-30	.	-1.4	-2	13
- Cc1ccccc1-c1nc(CS(=O)(=O)CC(=O)NCCCN2CCCC2=O)c(C)o1
→ -1	-8	.	-2	-3	-9	-7	-1.5	-3	3
- Cc1ccc(COc2cccc(/C=N/NC(=O)c3nnn(-c4nonc4N)c3C)c2)cc1
→ 5	53*	-3	20	-1	2	0	0.8	4	-11
- O=C(O)c1ccc(C(=O)c2ccc3c(c2)C(=O)N(CCO)C3=O)cc1
→ 2	0	1	-33	2	-12	3	1.0	0	10
- CCC(=O)N1CCc2cc(S(=O)(=O)CCC(=O)NCCc3ccc(S(N)(=O)=O)cc3)ccc21
→ -3	-5	-5	7	0	-7	-10	0.5	0	-33
- O=C(Cc1ccccc1[N+](=O)[O-])OCC(=O)N1CCN(c2ccccc2)CC1
→ -5	-6	11	-21	0	-5	12	0.1	10	12
- COc1ccc(-n2nc(C(=O)NCC(=O)NCC3CCCO3)c3ccccc3c2=O)cc1 (centres undefined)
→ 0	-12	-1	-24	4	5	-3	3.2	-1	-10
- CCNC(=S)N/N=C(\C)c1ccco1
→ 2	-7	9	2	4	10	1	-0.3	10	-7
- Cc1[nH][nH]c(=O)c1C(c1ccc(-c2ccc(Cl)cc2)o1)c1c(C)[nH][nH]c1=O
→ 5	-9	105*	-14	1	-12	-3	1.0	-3	5
- Nc1ccc(S(=O)(=O)Nc2nccc(/C=C/c3ccccc3F)n2)cc1
→ .	26*	-1	12	1	-8	-7	0.0	-1	.
- Cc1ccc(S(=O)(=O)N2CCN(C(=O)c3cc(C4CC4)nc4c3cnn4C(C)C)CC2)cc1
→ 3	-11	10	-29	-6	-17	-6	0.7	-5	-7

# Entries of single compounds, quoted from the list:
# `CC(OC(=O)C1CCCCC1)C(=O)Nc1cccc([N+](=O)[O-])c1` (centres undefined) is listed as HTR5A ag ctr: 3; dFosB activator: -12; NSD2 HMT inh: 0; SR-BI HDL uptake: -17; V-ATPase pH: 0; PvdQ acylase: -5; MITF act: 1; CDK5 inh: 0.5; Wnt bcat act: 0; HTR5A inv ag: -7
# `Nc1ccc(S(=O)(=O)Nc2nccc(/C=C/c3ccccc3F)n2)cc1` is listed as HTR5A ag ctr: .; dFosB activator: 26*; NSD2 HMT inh: -1; SR-BI HDL uptake: 12; V-ATPase pH: 1; PvdQ acylase: -8; MITF act: -7; CDK5 inh: 0.0; Wnt bcat act: -1; HTR5A inv ag: .

# Next section.
# Below each compound – HTR5A ag ctr	dFosB activator	NSD2 HMT inh	SR-BI HDL uptake	V-ATPase pH	PvdQ acylase	MITF act	CDK5 inh	Wnt bcat act	HTR5A inv ag
- COc1ccccc1NC(=O)C1CCN(C(=O)NCc2ccccc2)CC1
→ 3	-4	-7	63	4	-16	2	1.4	1	-9
- CC1(CCc2ccccc2)NC(=O)N(CC(=O)Nc2c(F)cccc2F)C1=O (centres undefined)
→ 4	2	-3	-25	-2	-15	-6	1.2	0	18
- COc1ccc(-c2sc3cc4c(cc3c2-c2ccc(OCCN3CCCCC3)cc2)OCO4)cc1
→ 0	-1	.	-15	2	6	-18	-1.4	.	1
- O=C(CCc1ccccc1)Nc1ccccc1
→ -1	-2	.	-18	-1	-2	47	-1.6	17	13
- O=C(CSc1nccc(=O)[nH]1)Nc1ccccc1Sc1ccccc1
→ 1	-1	-1	-8	-2	-10	12	-2.0	1	-2
- COC(=O)c1cccc(NC(=O)NC23CC4CC(CC(C4)C2)C3)c1
→ -1	-3	-2	32	-1	-1	32	-0.1	27	1
- O=C(Nc1c(C(=O)N2CCCCC2)cnn1-c1ccccc1)c1ccccc1
→ 3	2	.	-2	4	-12	.	-3.1	0	-9
- Cc1c[nH]c(=O)c([N+](=O)[O-])c1
→ 1	0	-7	.	-5	12	6	-0.1	3	-13
- O=C(CCNC(=O)Cn1ccc2ccccc2c1=O)NCCCN1CCN(c2ccc(F)cc2)CC1
→ 2	-4	1	4	2	-5	7	3.0	2	-5
- CCOC(=O)c1nn(-c2ccc(C)cc2)c2nc(Nc3ccccc3)cc(=O)n12
→ 8	6	1	16	0	-10	-5	3.4	.	-22
- C/C(N)=C(/C#N)C(=O)CN1C(=O)NC(Cc2c[nH]c3ccccc23)C1=O (centres undefined)
→ 0	-6	0	-4	0	11	-8	1.1	3	1
- Cc1cc(NC(=O)COC(=O)COc2ccc(C(=O)c3ccccc3)cc2)no1
→ 1	2	12	-11	0	-7	.	0.6	6	-4
- Cn1c(-c2cc3c(C(F)(F)F)nn(C)c3s2)n[nH]c1=S
→ -1	0	1	1	2	-14	-4	0.7	.	3
- CC1(C)CC(=O)c2sc(NC(=O)c3ccc4ncsc4c3)nc2C1
→ 3	-17	.	14	0	-9	28	-1.3	-1	3
- CCn1c(SCC(=O)Nc2ccc(NC(C)=O)cc2)nnc1C1CC1
→ 5	6	1	-7	-1	-12	0	-1.6	1	-18

# Following part.
# Below each compound – HTR5A ag ctr	dFosB activator	NSD2 HMT inh	SR-BI HDL uptake	V-ATPase pH	PvdQ acylase	MITF act	CDK5 inh	Wnt bcat act	HTR5A inv ag
- COc1ccc(CCN2CC(C(=O)NCCc3ccccc3)CC2=O)cc1OC (centres undefined)
→ 0	-3	-8	.	0	-9	30	-0.8	3	-3
- CCc1cc2c3c(c(=O)oc2cc1OC(C)C(=O)O)CCCC3 (centres undefined)
→ 1	-10	10	7	1	-6	.	1.1	0	-3
- COc1ccc(NC2CCCN(C(=O)CCC3=NNC(=O)CC3)C2)cc1 (centres undefined)
→ -2	4	15	-6	1	-2	4	2.2	0	5
- O=C(COC(=O)c1ccc(Sc2ccccc2)c([N+](=O)[O-])c1)NC1CCS(=O)(=O)C1 (centres undefined)
→ 3	-5	2	-6	-1	-8	-13	0.6	0	-10
- CCOc1cc(-c2noc(CCC(=O)N3CCOCC3)n2)ccc1OC
→ 2	-5	2	22	2	1	8	1.1	3	15
- Cc1ccc2nc(C(Cl)(Cl)Cl)nc(N/N=C/c3ccc([N+](=O)[O-])cc3)c2c1
→ 2	3	0	91*	2	-6	-15	-0.4	-1	-7
- COc1ccc(N2CCN(S(=O)(=O)CCNC(=O)c3cc(=O)c4ccccc4o3)CC2)cc1
→ 1	5	-4	5	-4	14	-3	0.4	2	-26
- CNC(=O)c1ccccc1NC(=O)c1c(O)c2c([nH]c1=O)CCCC2
→ 4	-19	-4	-6	4	8	-2	-0.8	.	-6
- O=Cc1ccc(Sc2nnc(-c3ccccc3)o2)c([N+](=O)[O-])c1
→ 8	-8	.	-16	0	-14	9	-0.7	.	-20
- COc1ccc(CNC(=O)CCCNS(=O)(=O)c2cccc3nonc23)cc1
→ -3	-3	3	-14	-1	-12	.	1.0	-9	-15
- CCCN(CCC)c1nc2ccccc2nc1C(C#N)C(=O)OCCOC (centres undefined)
→ -2	-3	5	25	-16	-2	91*	0.0	.	0
- CCOc1ccc(C(=O)NCC(=O)NCC(c2ccco2)N2CCCCC2)cc1 (centres undefined)
→ -3	8	-1	-1	-4	-14	2	-1.4	-2	-3
- Cc1nc2oc3ccc(F)cc3c(=O)c2cc1C(=O)O
→ 0	8	-1	2	4	4	-8	1.6	0	2
- Cc1cccc(NC(=O)C2NC(=O)CC2c2ccccc2)c1C (centres undefined)
→ -2	1	.	14	1	6	1	0.3	-4	5
- CCN(CC)S(=O)(=O)c1ccc(C(=O)NC2=NCCS2)cc1
→ 1	-14	-1	.	-2	-10	5	3.6	2	-3

# 3 of the entries above in order of their number in Wnt bcat act, low to high.
Molecule | Wnt bcat act
Cc1ccc2nc(C(Cl)(Cl)Cl)nc(N/N=C/c3ccc([N+](=O)[O-])cc3)c2c1 | -1
O=C(COC(=O)c1ccc(Sc2ccccc2)c([N+](=O)[O-])c1)NC1CCS(=O)(=O)C1 (centres undefined) | 0
COc1ccc(N2CCN(S(=O)(=O)CCNC(=O)c3cc(=O)c4ccccc4o3)CC2)cc1 | 2

# The results go on:
# Below each compound – HTR5A ag ctr	dFosB activator	NSD2 HMT inh	SR-BI HDL uptake	V-ATPase pH	PvdQ acylase	MITF act	CDK5 inh	Wnt bcat act	HTR5A inv ag
- COc1cc(NC(=O)CSc2nnnn2Cc2ccc3c(c2)OCO3)cc(OC)c1
→ -3	3	.	-11	-2	-14	-11	1.1	.	9
- Oc1ccc(NC(=S)Nc2ccc(O)cc2)cc1
→ 0	-7	-3	1	-2	-13	0	-0.9	-2	0
- COc1ccc(Cl)cc1NC(=O)CN(C)C(=O)C1CC(=O)N(Cc2ccc(C)cc2)C1 (centres undefined)
→ 1	-7	-2	4	5	-3	-13	-1.2	1	-2
- O=C(C1CCN(S(=O)(=O)N2CCCCC2)CC1)N1CCCCC1
→ 0	2	3	-3	0	-8	-1	0.7	-4	-23
- CCOc1ccc(NS(=O)(=O)c2cnc(Cl)c(Cl)c2)cc1
→ 4	1	-1	-3	1	-14	16	0.5	.	-8
- CC1(C)CCCC2=C1CC1C(=O)N(O)C(=O)C1C2 (centres undefined)
→ -2	-4	1	-17	-2	13	-12	-0.4	-2	4
- NC(=O)Nc1ccc(C(=O)OCC(=O)Nc2ccc(Cl)cn2)cc1
→ 6	2	2	6	-3	-4	6	0.9	-2	-16
- CC(CC(=O)Nc1ccncc1)c1ccccc1 (centres undefined)
→ -2	-2	1	-11	-1	-13	-8	-1.9	-5	-1
- CC(Sc1nnc(-c2cccs2)n1-c1ccccc1)C(=O)NCc1ccco1 (centres undefined)
→ -5	-3	6	13	-3	-6	-2	0.9	.	4
- O=C(NCc1ccccn1)c1cccc(S(=O)(=O)N2CCCCC2)c1
→ 1	1	-2	-2	-4	9	-1	0.2	-2	-2
- O=S(=O)(NCCSc1ccccn1)c1ccc(Br)cc1
→ -3	-3	1	-21	-2	-5	1	0.9	0	7
